RmlCD inh 1536 = blocks M. tuberculosis RmlC and RmlD coupled enzymes. inhibition, % at 3.6 µM. RmlC+RmlD coupled enzyme assay, percent inhibition; primary screen in compound mixtures. 0.03% of 160,000 active; in the data active means inhibition mostly above about 34%, no sharp cut-off; further: some results filed as inactive read as strong as hits
Target sequence (P9WH09 whole entry, looked up): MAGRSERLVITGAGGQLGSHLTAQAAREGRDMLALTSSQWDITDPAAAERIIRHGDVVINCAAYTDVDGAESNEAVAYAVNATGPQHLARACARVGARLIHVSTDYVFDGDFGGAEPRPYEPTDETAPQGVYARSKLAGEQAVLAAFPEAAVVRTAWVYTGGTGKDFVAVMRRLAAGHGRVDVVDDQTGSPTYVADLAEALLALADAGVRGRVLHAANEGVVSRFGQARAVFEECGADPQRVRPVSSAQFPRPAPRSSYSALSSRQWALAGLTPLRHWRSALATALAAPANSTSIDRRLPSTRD
Target sequence (P9WH11 whole entry, looked up): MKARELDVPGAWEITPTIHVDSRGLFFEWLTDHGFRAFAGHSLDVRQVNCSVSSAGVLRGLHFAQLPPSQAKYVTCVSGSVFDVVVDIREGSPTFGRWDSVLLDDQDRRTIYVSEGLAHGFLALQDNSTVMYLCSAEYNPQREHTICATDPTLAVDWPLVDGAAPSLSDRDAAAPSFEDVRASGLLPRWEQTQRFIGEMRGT
M. tuberculosis GlmU = inhibition of mycobacterial GlmU enzyme – biochemical, glucosamine-1-phosphate acetyltransferase (AID 1376) | 0.25% of 220,000 active | M. tuberculosis GlmU acetyltransferase enzyme assay; higher % means a stronger effect | one-dose inhibition, %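 (tested at 30 µM in the primary screen)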; IC50 in µM for titrated hits; in the data active means inhibition above about 13%;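 further: 0% = complete reaction with vehicle and 100% = reaction without substrate; strong numbers were not always called active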
* hit, by the source's call; & = joins results of further samples.

A first look, two compounds:
`CCOc1ccc(-n2cnnn2)cc1S(=O)(=O)NCCc1ccc(OC)c(OC)c1` gave RmlCD inh 1536 -2 and M. tuberculosis GlmU 6.5%.
CCCNc1ncnc2onc(C)c12 was read as RmlCD inh 1536 9 and M. tuberculosis GlmU -5.7%.

The whole of this part, from the start:
`CCOc1ccc(-n2cnnn2)cc1S(=O)(=O)NCCc1ccc(OC)c(OC)c1` gave RmlCD inh 1536 -2 and M. tuberculosis GlmU 6.5%.
CCCNc1ncnc2onc(C)c12 was read as RmlCD inh 1536 9 and M. tuberculosis GlmU -5.7%.
For CCn1c(COc2ccc(OC)cc2)nc2ccccc21 the results were RmlCD inh 1536 14 and M. tuberculosis GlmU -3.5%.
For Nc1nc(SCC(=O)NCCC(c2ccccc2)c2ccccc2)n[nH]1 the results were M. tuberculosis GlmU 4.8%.
For COc1cccc(NC(=O)COC(=O)CC(NC(N)=O)c2ccc(Cl)cc2)c1 (stereo not given) the results were M. tuberculosis GlmU 0.0%.
For CN=C1S/C(=C\c2ccc(N3CCOCC3)c(F)c2)C(=O)N1C the results were M. tuberculosis GlmU 3.3%.
`Cc1onc(-c2ccccc2)c1C(=O)Nc1nnc(N(C)Cc2ccccc2)s1` gave M. tuberculosis GlmU 3.2%.
CC(C)Oc1ccc(CCc2n[nH]c(=S)n2-c2ccccc2)cc1 was read as RmlCD inh 1536 4 and M. tuberculosis GlmU 1.8%.
`Cc1nc2ccccc2c2oc(C(=O)NCCCN3CCC(C)CC3)cc12` gave RmlCD inh 1536 -2 and M. tuberculosis GlmU 1.6%.
`N=C1S/C(=C\c2ccc(-c3ccccc3C(=O)O)o2)C(=O)N1c1ccc2c(c1)OCO2` gave RmlCD inh 1536 -12 and M. tuberculosis GlmU 153µM*.
O=C(CCC(=O)N(CC(=O)NC1CCCCC1)Cc1cccs1)Nc1ccccn1 was read as RmlCD inh 1536 -9 and M. tuberculosis GlmU 2.5%.
`Cc1ccccc1S(=O)(=O)NC1=NCCCCC1` gave RmlCD inh 1536 -12 and M. tuberculosis GlmU -1.8%.
For CCC(=O)N1c2ccc(S(=O)(=O)CCC(=O)NC3CCCC3)cc2CC1C (stereo not given) the results were RmlCD inh 1536 -5.
`COC(=O)c1c(NC(=O)COC(=O)Cn2cnc3ccccc32)sc2c1CCCC2` gave M. tuberculosis GlmU -4.7%.
`O=C(O)Cc1ccc(-c2ccccc2-c2ccccc2)cc1` gave M. tuberculosis GlmU 0.1%.
`O=C1CC(NNc2ccccc2)C(=O)N1c1ccccc1` (stereo not given) gave RmlCD inh 1536 -12 and M. tuberculosis GlmU 6.9%.
`CCNC(=S)N/N=C(\C)c1ccc2ccccc2c1` gave RmlCD inh 1536 -3 and M. tuberculosis GlmU 0.2%.
For C=C(C)C1CCC2(C(=O)O)CCC3(C)C(CCC4C5(C)C(C=O)C(O)C(C)(C)C5CCC43C)C12 (stereo not given) the results were M. tuberculosis GlmU -1.4%.
`CCc1ccccc1N1CC23C=CC(O2)C(C(=O)OCC(C)C)C3C1=O` (stereo not given) gave M. tuberculosis GlmU 3.2%.
For O=C1CC(N2CCN(c3ccc(F)cc3)CC2)C(=O)N1Cc1cccs1 (stereo not given) the results were RmlCD inh 1536 7 and M. tuberculosis GlmU -0.5%.

Entries listed so far with an aryl methoxy group, in the order listed:
`CCOc1ccc(-n2cnnn2)cc1S(=O)(=O)NCCc1ccc(OC)c(OC)c1` gave RmlCD inh 1536 -2 and M. tuberculosis GlmU 6.5%.
For CCn1c(COc2ccc(OC)cc2)nc2ccccc21 the results were RmlCD inh 1536 14 and M. tuberculosis GlmU -3.5%.
For COc1cccc(NC(=O)COC(=O)CC(NC(N)=O)c2ccc(Cl)cc2)c1 (stereo not given) the results were M. tuberculosis GlmU 0.0%.

Next part:
For O=C(CSc1ccc2ccccc2c1Br)Nc1cccc(S(=O)(=O)NC2=NCCCCC2)c1 the results were RmlCD inh 1536 48 and M. tuberculosis GlmU -0.2%.
For CS(=O)(=O)N1CCN(c2ccc(Cl)cc2[N+](=O)[O-])CC1 the results were RmlCD inh 1536 11 and M. tuberculosis GlmU -5.8%.
`COc1ccccc1NC(=O)C1CCCN(S(=O)(=O)c2cnc[nH]2)C1` (stereo not given) gave RmlCD inh 1536 7 and M. tuberculosis GlmU 3.1%.
For O=C(Nc1cccc(C(=O)N2CCN(c3ccc(F)cc3)CC2)c1)c1ccccc1 the results were RmlCD inh 1536 -2 and M. tuberculosis GlmU -4.7%.
`C[C@]12CCC(=O)C=C1CC[C@@H]1[C@@H]2[C@@H](O)C[C@@]2(C)[C@H]1CC[C@]2(O)C(=O)COC(=O)CCC(=O)O` gave M. tuberculosis GlmU 2.4%&-4.9%.
Screening CCNC(=S)N1C2CCC1CC(NC(=O)NC1CCCCC1)C2 (stereo not given) returned RmlCD inh 1536 1 and M. tuberculosis GlmU -5.8%.
For Cc1[nH]n(-c2ccccc2)c(=O)c1N=Nc1ccccc1C(=O)N1CCCCC1 the results were M. tuberculosis GlmU 3.8%.
Screening Cc1noc(C)c1CSc1ncnc2sc3c(c12)CCC(C)C3 (stereo not given) returned RmlCD inh 1536 -5 and M. tuberculosis GlmU -1.6%.
Screening Clc1cnc(N/N=C/c2cccs2)c(Cl)c1 returned M. tuberculosis GlmU 3.3%.
Screening CCOC(=O)c1ccc2nc(C)c(C)nc2c1 returned RmlCD inh 1536 -14 and M. tuberculosis GlmU -3.7%.
`CCC(CC)NC(=O)CSc1nnc(-c2ccc(OC)cc2)n1C(C)C` gave RmlCD inh 1536 13 and M. tuberculosis GlmU -3.8%.
CC(=O)Nc1ccc(S(=O)(=O)NNC(=O)COc2cc(C)ccc2C(C)C)cc1 was read as RmlCD inh 1536 -5 and M. tuberculosis GlmU -4.1%.
Cc1ccc[n+](CC(O)Cn2c3ccccc3c3ccccc32)c1 (stereo not given) was read as RmlCD inh 1536 12 and M. tuberculosis GlmU -0.1%.
Screening Cc1sc2ncnc(OCC(=O)NC3CCS(=O)(=O)C3)c2c1C (stereo not given) returned RmlCD inh 1536 0 and M. tuberculosis GlmU -1.6%.
COc1ccc(/C=C/C(=O)c2cc(Cl)ccc2O)c(OC)c1 was read as RmlCD inh 1536 -13 and M. tuberculosis GlmU 2.3%.
O=c1[nH]cc(O)c(=O)[nH]1 was read as M. tuberculosis GlmU 2.9%.
Screening Cc1cc(C)cc(-n2ccnc2SCC(=O)Nc2ccc3c(c2)OCCO3)c1 returned RmlCD inh 1536 -10 and M. tuberculosis GlmU 1.3%.
CCc1ccc(C(=O)c2ccccc2C(=O)O)s1 was read as M. tuberculosis GlmU -5.0%.
`Cc1ccc2nc(COc3ccc(Cl)cc3)cc(=O)n2c1` gave RmlCD inh 1536 -4 and M. tuberculosis GlmU -7.1%.
CCN(CC)CP(=O)(c1ccccc1)c1ccccc1 was read as RmlCD inh 1536 35 and M. tuberculosis GlmU 11%.
For O=C1OCCC1Sc1nc2cc(Cl)ccc2n1Cc1ccccc1 (stereo not given) the results were RmlCD inh 1536 4 and M. tuberculosis GlmU 1.9%.
Screening Cc1ccc(CNC(=O)C23CN(Cc4ccccc4)CC2C(c2ccc([N+](=O)[O-])cc2)=NO3)o1 (stereo not given) returned RmlCD inh 1536 21 and M. tuberculosis GlmU -3.9%.
Screening Cn1c(SC/C=C/c2ccccc2)nnc1-c1ccco1 returned M. tuberculosis GlmU 2.2%.
CC1(O)C(=O)C=C2C=C(c3ccc(C#N)cc3)OC=C2C1=O (stereo not given) was read as M. tuberculosis GlmU 1.2%.
`Cc1ccc(-n2[nH]c(C)c(CCC#N)c2=O)cc1` gave RmlCD inh 1536 -8 and M. tuberculosis GlmU 4.5%.
`CCOc1ccc(-c2nnc3ccc(SCc4ccc(C(=O)OC)o4)nn23)cc1` gave RmlCD inh 1536 6 and M. tuberculosis GlmU -3.4%.
O=C(NC1CCCCC1)N1CCC(n2c(=O)[nH]c3ccccc32)CC1 was read as RmlCD inh 1536 -9 and M. tuberculosis GlmU 1.4%.
`C[C@H]1[C@H](C)CC[C@]2(C(=O)O)CC[C@]3(C)C(=CC[C@@H]4[C@@]5(C)C[C@@H](O)[C@H](O)C(C)(C)[C@@H]5CC[C@]43C)[C@H]12` gave M. tuberculosis GlmU -0.3%.
COc1ccc(CCNC(=S)N(C)C)cc1OC was read as RmlCD inh 1536 14 and M. tuberculosis GlmU 4.8%.
For CCc1cc2cc3c(cc2nc1SCC(=O)Nc1cc(OC)c(OC)cc1C(=O)O)OCO3 the results were RmlCD inh 1536 2 and M. tuberculosis GlmU 10.0%.
O=C(Nc1cccc(Cl)c1)c1ccc(NCC2CCCO2)c([N+](=O)[O-])c1 (stereo not given) was read as RmlCD inh 1536 10 and M. tuberculosis GlmU -1.4%.
`C=CCN1C(=O)CSc2ccc(C(=O)N3CCC4(CC3)OCCO4)cc21` gave RmlCD inh 1536 2 and M. tuberculosis GlmU 2.2%.
Screening Cc1cc(NC(=O)CSc2nnc(Cn3c(=O)sc4ccccc43)n2-c2ccccc2C)no1 returned RmlCD inh 1536 5.
`Cc1ccc(C)n1-c1cc([N+](=O)[O-])ccc1-n1ccnc1` gave RmlCD inh 1536 12 and M. tuberculosis GlmU -1.9%.
`O=C(O)C1CCCCC1C(=O)Nc1ccc(F)c(F)c1` (stereo not given) gave RmlCD inh 1536 -17 and M. tuberculosis GlmU 0.5%.
O=C(/C=C/c1ccccn1)c1cc(Cl)cc(Cl)c1O was read as RmlCD inh 1536 7 and M. tuberculosis GlmU -1.6%.
Screening CCOC(=O)c1cc(-c2ccccc2)sc1NC(=O)CN1C(=O)NC(CC)(c2ccccc2)C1=O (stereo not given) returned RmlCD inh 1536 1 and M. tuberculosis GlmU 2.6%.
Screening Cc1[nH]c2ccccc2c1C(=O)COC(=O)c1c(-c2ccccc2Cl)noc1C returned RmlCD inh 1536 -10 and M. tuberculosis GlmU -1.4%.
Screening O=C(NCC1COc2ccccc2O1)C1C2C=CC3(CN(Cc4cccs4)C(=O)C13)O2 (stereo not given) returned M. tuberculosis GlmU 1.8%.
For CNC(=S)Nc1cccc(Cl)c1C the results were RmlCD inh 1536 27 and M. tuberculosis GlmU 2.1%.
CCNC(=S)N/N=C/c1c(Cl)cccc1Cl was read as RmlCD inh 1536 -12 and M. tuberculosis GlmU -5.9%.
For Cc1ccc(CNC(=O)CCNS(=O)(=O)c2ccc(C)cc2)cc1 the results were M. tuberculosis GlmU 1.8%.
For COC(=O)c1cc(NC(=O)CSc2nncn2C)cc(C(=O)OC)c1 the results were RmlCD inh 1536 9 and M. tuberculosis GlmU 5.5%.
Screening COC(=O)C1=C(c2cc3ccccc3s2)C[C@@H]2CC[C@H]1N2C(=O)N1CCCCC1 returned M. tuberculosis GlmU 2.6%.
For CCOC(=O)c1sc2ncn(C(C)C(=O)OCC)c(=O)c2c1C (stereo not given) the results were M. tuberculosis GlmU 3.6%.
Screening O=C(COc1ccccc1)Nc1ccc(N2CCN(C(=O)c3cccs3)CC2)cc1 returned RmlCD inh 1536 -5 and M. tuberculosis GlmU 0.0%.
For COc1ccc(NC(=O)CN(C)CC(=O)Nc2ccc(Cl)c(S(=O)(=O)N(C)C)c2)cc1 the results were RmlCD inh 1536 -14 and M. tuberculosis GlmU -0.2%.
CCOC(=O)c1[nH]c(C)c(C(=O)NCc2ccc(OC)cc2)c1C was read as RmlCD inh 1536 3 and M. tuberculosis GlmU 3.5%.
For O=S(=O)(N/N=C/c1c(F)cccc1Cl)c1ccccc1 the results were RmlCD inh 1536 22 and M. tuberculosis GlmU -6.0%.
`O=C(c1ccc(-n2cccc2)cc1)N1CCCCC1` gave RmlCD inh 1536 1 and M. tuberculosis GlmU -5.0%.
Screening O=[N+]([O-])c1cccc(N/N=C/c2cccc3ccccc23)c1 returned RmlCD inh 1536 11 and M. tuberculosis GlmU -2.8%.
Screening c1ccc(-c2nnc(N3CCOCC3)c3ccccc23)cc1 returned RmlCD inh 1536 2 and M. tuberculosis GlmU 0.8%.
`COc1ccc(/C(O)=C2/C(=O)C(=O)N(CCCN(C)C)C2c2ccccc2)cc1OC` (stereo not given) gave M. tuberculosis GlmU 0.9%.
CC(C)N=C(Nc1ccccc1)c1cccnc1 was read as RmlCD inh 1536 2 and M. tuberculosis GlmU 4.5%.
`CCc1c(C)nc2ncnn2c1N1CCCC(C(=O)Nc2ccc(NC(C)=O)cc2)C1` (stereo not given) gave RmlCD inh 1536 10.
For CCN(CC)S(=O)(=O)c1cccc(NN=c2c(=O)c3ccccc3c2=O)c1 the results were RmlCD inh 1536 24 and M. tuberculosis GlmU 1.1%.
`Cc1onc(-c2ccccc2)c1C(=O)n1cccn1` gave RmlCD inh 1536 7 and M. tuberculosis GlmU -2.3%.
`O=C(CSCc1c(F)cccc1Cl)NCCSCc1ccco1` gave RmlCD inh 1536 -14 and M. tuberculosis GlmU -3.4%.
Screening COc1cc(SC)ccc1C(=O)NCCc1ccccc1 returned RmlCD inh 1536 -7 and M. tuberculosis GlmU -5.6%.
O=C(Cn1cnc2c(nnn2Cc2ccc(F)cc2)c1=O)N1CCCCC1 was read as RmlCD inh 1536 0.
`CCCCCOc1ccc(NC(=O)C(=O)NCC2CCCN2CC)cc1` (stereo not given) gave RmlCD inh 1536 -9 and M. tuberculosis GlmU -4.3%.
O=C(CCCn1c(=S)[nH]c2cc3c(cc2c1=O)OCO3)N1CCN(c2ccccc2F)CC1 was read as RmlCD inh 1536 -7 and M. tuberculosis GlmU 4.9%.
`Cc1cc(=O)n2[nH]c(CCC(=O)O)nc2n1` gave RmlCD inh 1536 -10 and M. tuberculosis GlmU 3.9%.

An excerpt from above in order of molar mass, largest number first:
`O=C(CSCc1c(F)cccc1Cl)NCCSCc1ccco1` gave RmlCD inh 1536 -14 and M. tuberculosis GlmU -3.4%.
For O=S(=O)(N/N=C/c1c(F)cccc1Cl)c1ccccc1 the results were RmlCD inh 1536 22 and M. tuberculosis GlmU -6.0%.
CCNC(=S)N/N=C/c1c(Cl)cccc1Cl was read as RmlCD inh 1536 -12 and M. tuberculosis GlmU -5.9%.

Some of the compounds tested, so the mix of outcomes need not match the whole.
